# IAP activation = activators of mouse IAP, confirmation, biochemical, luminescence, single concentration (AID 434970) | intestinal alkaline phosphatase [Mus musculus] | purified mouse IAP, CDP-Star luminescence, 30 min; stronger effect = lower value | activity change, negative = activation, % at 10 µM | 11,000 tested, 2.9% active; in the data active = activity change below about -85%;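 note: percent relative to enzyme plus DMSO wells and wells without enzyme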
# IAP activation Fold change = further read-out of IAP activation, marked with its call; activation factor; measured here: IAP activation factor; stronger effect = higher value;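 fold luminescence change scaled to plate control wells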
# * = called active by the depositor.
# Values in the order – IAP activation, IAP activation Fold change
(1) C[C@]12c3[nH]c4cc(-c5ccco5)ccc4c3CCN1C(=O)[C@@H](CC(=O)NCCc1ccccn1)C[C@@H]2C(=O)N1CCOCC1
 : -2, 1
(2) COc1ccc(NC(=O)C2CC2)cc1NS(=O)(=O)c1ccc(F)cc1
 : 10, 0.9
(3) Nc1ncnc2c1ncn2[C@@H]1O[C@H](CNCc2ccc(-c3cc(C(F)(F)F)ccc3Cl)o2)[C@@H](O)[C@H]1O
 : 0, 1
(4) S=C(NCCC(c1ccccc1)c1ccccc1)Nc1cccc(Cl)c1
 : -274*, 3.7*
(5) CCOC(=O)c1[nH]c2ccc(OC)cc2c1NS(=O)(=O)c1ccc(OC)cc1OC
 : -11, 1.1
(6) CCOc1ccc(S(=O)(=O)Nc2cc(Sc3ncn[nH]3)c3oc(=O)sc3c2)cc1
 : 82, 0.18
(7) CC[C@]12c3[nH]c4cc(CCC(=O)N(C)C)ccc4c3CCN1C(=O)[C@@H](CC(=O)NCc1ccc(OC)c(OC)c1)C[C@@H]2C(=O)N1CCN(C(=O)c2ccco2)CC1
 : 4, 0.96
(8) CCCCCOc1ccc(CSCCNC(=S)Nc2ccccc2)cc1
 : -24, 1.2
(9) Cn1c(N)c(C(=O)c2cc(-c3ccccn3)nc3ccccc23)c(=O)[nH]c1=O
 : 2, 0.98
(10) COc1cc2c(cc1OC)C(C(=O)Nc1ccc3c(c1)OCCO3)C(c1cccnc1)N(C)C2=O (stereo not given)
 : -1, 1
(11) COC(=O)[C@@]1(Cc2ccccc2)[C@H]2C(=O)N(Cc3ccccc3)C(=O)[C@H]2[C@H]2CN=C(SC)N21
 : 3, 0.97
(12) CCOC(=O)c1nnc2c(Br)c(-c3ccccc3)nn2c1C
 : 1, 0.99
(13) O=C(Nc1ccc(Cc2ccncc2)cc1)C1CCC(N2C(=O)C3C4C=CC(C5CC45)C3C2=O)CC1 (stereo not given)
 : -17, 1.2
(14) CC(C)Nc1nc(NC(C)C)nc(Oc2ccc(/C=N/O)cc2)n1
 : 9, 0.91
(15) CC(C)(C)NC(=O)C[C@H]1C[C@H](C(=O)N2CCOCC2)[C@@]2(CCC3CCCC3)c3[nH]c4ccc(Cl)cc4c3CCN2C1=O
 : -25, 1.2

# Record cards, as listed above. Order of screens: IAP activation | IAP activation Fold change
# COC(=O)[C@@]1(Cc2ccccc2)[C@H]2C(=O)N(Cc3ccccc3)C(=O)[C@H]2[C@H]2CN=C(SC)N21 is listed as 3 | 0.97
# COc1ccc(NC(=O)C2CC2)cc1NS(=O)(=O)c1ccc(F)cc1 is listed as 10 | 0.9
# CCOC(=O)c1[nH]c2ccc(OC)cc2c1NS(=O)(=O)c1ccc(OC)cc1OC is listed as -11 | 1.1
# CC(C)Nc1nc(NC(C)C)nc(Oc2ccc(/C=N/O)cc2)n1 is listed as 9 | 0.91

# Continued.
# Values in the order – IAP activation, IAP activation Fold change
(16) COC(=O)CN1C(=O)C2(C(C#N)=C(N)Oc3n[nH]c(-c4cccs4)c32)c2ccccc21 (stereo not given)
 : -15, 1.1
(17) CCOCCn1c(N2CCN(c3ccccc3)CC2)nc2c1c(=O)n(C)c(=O)n2C
 : -14, 1.1
(18) COC(=O)C(CC(C)C)N(Cc1cc(OC)cc(OC)c1)S(=O)(=O)c1ccccc1Br (stereo not given)
 : 7, 0.93
(19) C=C(C)Cn1c(SCC(=O)NCc2ccco2)nc2sc3c(c2c1=O)CCC3
 : 4, 0.96
(20) CCOc1ccc(NC(=O)CS(=O)CC(=O)NC2CCCc3ccccc32)cc1 (stereo not given)
 : 0, 1
(21) COC(=O)[C@H]1C[C@H]2[C@@H]3CC[C@H]4C[C@@H](OC)CC[C@]4(C)[C@H]3CC[C@]2(C)[C@@]2(CCCO2)O1
 : -1, 1
(22) CCOc1ncccc1C(=O)OCC(=O)c1ccc[nH]1
 : -4, 1
(23) N=c1c(C(=O)NCc2ccco2)cc2c(=O)n3ccccc3nc2n1Cc1ccc(Cl)cc1
 : 16, 0.84
(24) CCOC(=O)c1cnn(-c2nc(SC)nc3sc4c(c23)CCCC4)c1N
 : 12, 0.88
(25) O=C(N/N=C1\CCCc2ccccc21)c1ccccc1[N+](=O)[O-]
 : 7, 0.93
(26) COc1ccc(-n2nc3ccccc3n2)cc1
 : -5, 1.1
(27) O=C(OC1CCOC1=O)c1ccc(S(=O)(=O)N2CCCCCC2)cc1 (stereo not given)
 : -10, 1.1
(28) Cn1c(=O)cc(SCC(=O)NCCCN2CCN(c3ccccc3F)CC2)c2ccccc21
 : 3, 0.97
(29) CC(C)c1nc(N2CCOCC2)c(C#N)c2c1CCCC2
 : -6, 1.1
(30) N#CC1=C(SCc2ccccc2)NC(=O)CC1c1ccccc1 (stereo not given)
 : 4, 0.96

# Next records follow.
# Values in the order – IAP activation, IAP activation Fold change
(31) C=CCOc1ccc(C[C@H](N)C(=O)NC[C@H]2O[C@@H](n3cnc4c(N)ncnc43)[C@H](O)[C@@H]2O)cc1
 : 0, 1
(32) CC(C)C(c1nnnn1C(C)(C)C)N1CCOCC1 (stereo not given)
 : -9, 1.1
(33) Cc1cc(C)cc(NS(=O)(=O)c2ccc3[nH]cc(C(=O)NCc4ccco4)c(=O)c3c2)c1
 : 10, 0.9
(34) O=C(NNC(=O)c1ccco1)c1cccc([N+](=O)[O-])c1
 : -1, 1
(35) Cc1sc(N/N=C/c2cccnc2)nc1-c1ccc(Cl)cc1
 : 18, 0.82
(36) N#CC1C(=O)NC(N2CCN(c3ccccc3)CC2)=NC12CCCCC2 (stereo not given)
 : 3, 0.97
(37) CC1CCCCN1c1nc2nonc2nc1N1CCCCC1C (stereo not given)
 : 6, 0.94
(38) Cc1ccc(NC(=S)NCc2ccc3[nH]c4c(c3c2)CCCC4)cc1
 : -41, 1.4
(39) COc1ccc(-c2cc(-c3ccccc3)c(C#N)c(S(C)(=O)=O)n2)cc1
 : 11, 0.89
(40) COCCn1c(SCC(=O)Nc2cccc(C)c2)nnc1C(C)C
 : 7, 0.93
(41) CCOC(=O)N1CCC(NC(=O)C2CCN(S(=O)(=O)c3cnc[nH]3)CC2)CC1
 : 0, 1
(42) Cc1n[nH]c(=O)n1-c1cccc(C(F)(F)F)c1
 : -5, 1.1
(43) Cc1ccccc1N(CC(=O)NC1CCCC1)C(=O)C1(C)CC(=O)N=C2C=CC=CN21 (stereo not given)
 : -2, 1
(44) CSc1nc(C)c(CCOC(=O)c2ccccc2)c(=O)[nH]1
 : -14, 1.1
(45) CCN(CC)c1ccc(-c2nc3cnccn3c2NC2CCCC2)cc1
 : -11, 1.1

# Further structures
# Values in the order – IAP activation, IAP activation Fold change
(46) Fc1ccc(CNC(=S)Nc2cccc(C(F)(F)F)c2)cc1
 : -28, 1.3
(47) Cc1ccc(N2C(=O)c3ccc(C(=O)Nc4cccnc4)cc3C2=O)c(C)c1
 : 5, 0.95
(48) CC(=O)Nc1ccc(-c2nnc(SCc3ccc(C)cc3)n2C)cc1
 : -10, 1.1
(49) CCOc1ccc(C2C(C#N)=C(N)Oc3n[nH]c(C)c32)cc1OC(=O)C1CC1 (stereo not given)
 : -5, 1
(50) O=c1c2cnn(-c3ccc(F)cc3)c2ncn1Cc1ccccn1
 : 9, 0.91
(51) O=C(CSc1nc2ccc(Cl)cc2[nH]1)NCc1ccco1
 : 8, 0.92
(52) O=C(NCC(=O)N(c1cccc(F)c1)C(C(=O)NCC1CCCO1)c1ccccc1)c1ccco1 (stereo not given)
 : -3, 1
(53) CCOc1ccc(OCCCN(C)C)cc1
 : 2, 0.98
(54) Cc1cccc(N2C(=O)CCC2=O)c1
 : -4, 1
(55) Cc1cc(/C=C2\SC(=S)NC2=O)c(C)[nH]1
 : 87, 0.13
(56) CCCCN=Cc1sc2ccc(OCC)cc2c1O
 : 17, 0.83
(57) Nc1ncnc2c1ncn2[C@@H]1O[C@H](CNC(=O)[C@@H]2CCN2)[C@@H](O)[C@H]1O
 : 1, 0.99
(58) CC(=O)N1CCCc2cc(S(=O)(=O)N3CCc4ccccc4C3)ccc21
 : 3, 0.97
(59) Cc1cc(C)c2c(c1)OC(=O)CC2c1ccc2c(c1)OCO2 (stereo not given)
 : 8, 0.92
(60) N#Cc1c(C(F)(F)F)cc(-c2ccccc2)nc1SCC(=O)Nc1sc2c(c1C#N)CCC2
 : 9, 0.91

# Ordered by number of heavy atoms (rising): five of the compounds above
# Values in the order – IAP activation, IAP activation Fold change
(53) CCOc1ccc(OCCCN(C)C)cc1
 : 2, 0.98
(51) O=C(CSc1nc2ccc(Cl)cc2[nH]1)NCc1ccco1
 : 8, 0.92
(59) Cc1cc(C)c2c(c1)OC(=O)CC2c1ccc2c(c1)OCO2 (stereo not given)
 : 8, 0.92
(57) Nc1ncnc2c1ncn2[C@@H]1O[C@H](CNC(=O)[C@@H]2CCN2)[C@@H](O)[C@H]1O
 : 1, 0.99
(47) Cc1ccc(N2C(=O)c3ccc(C(=O)Nc4cccnc4)cc3C2=O)c(C)c1
 : 5, 0.95

# Later entries
# Values in the order – IAP activation, IAP activation Fold change
(61) Cc1cc(N2C(=O)C3C4C=CC(C4)C3C2=O)ccc1Br (stereo not given)
 : -2, 1
(62) Cc1cc(N2C(=O)C(=O)/C(=C(/O)c3ccc(F)cc3)C2c2cccc(Br)c2)no1 (stereo not given)
 : 10, 0.9
(63) O=S(=O)(Nc1ccc(Cl)c(C(F)(F)F)c1)c1cnc[nH]1
 : 11, 0.89
(64) COc1ccc(C2=Nc3ccccc3OC2)cc1
 : 6, 0.94
(65) O=C(CCn1cccc1)Nc1ccc(F)cc1
 : 7, 0.93
(66) COCCCNC(=O)Cn1cc(C(=O)C2CC2)c2ccccc21
 : -3, 1
(67) S=c1[nH]nc(-c2cccc(Br)c2)o1
 : -7, 1.1
(68) S=c1[nH]nc(-c2cc(-c3ccco3)[nH]n2)n1-c1cccc2ccccc12
 : 11, 0.89
(69) COc1ccc(N2CCN(C(=O)Nc3cccc(C(F)(F)F)c3)CC2)cc1
 : -14, 1.1
(70) Cc1cc([N+](=O)[O-])c(N2CCC[C@@H]2C(=O)O)c([N+](=O)[O-])c1
 : 9, 0.91
(71) CCOc1ccccc1N1CCN(C(=O)c2ccccc2)CC1
 : 2, 0.98
(72) O=C(Nc1ccccc1F)c1ccc(COc2ccc(Cl)cc2Cl)o1
 : 5, 0.95
(73) O=C(Nc1ccccc1)Nc1nc(-c2ccc(F)c(F)c2)cs1
 : -75, 1.8
(74) COC(=O)[C@H](CO)NS(=O)(=O)c1ccc(C)cc1
 : 3, 0.97
(75) COc1ccc(C2C(C#N)=C(SCC(=O)Nc3ccc(C)cc3)NC3=C2C(=O)CC(C)(C)C3)cc1 (stereo not given)
 : 19, 0.81

# Later entries:
# Values in the order – IAP activation, IAP activation Fold change
(76) CCn1nnnc1SCC(=O)Nc1ccc2c(c1)OCO2
 : 1, 0.99
(77) CCn1nnnc1SCC(=O)N1CCCc2ccccc21
 : 5, 0.95
(78) CN(C)S(=O)(=O)c1ccc(NC(=O)N2CCN(c3ccccc3Cl)CC2)cc1
 : -23, 1.2
(79) COc1ccc(/C=N\NC(=O)c2sc(N)nc2C)cc1OC
 : 4, 0.96
(80) c1ccc2c(c1)nc1n2CCS1
 : 12, 0.88
(81) COc1cccc(C(=O)c2c(-c3ccccc3)ncc3cc(OC)c(OC)cc23)c1
 : 2, 0.98
(82) O=C(c1cc2ccccc2oc1=O)N(Cc1cccs1)Cc1cccs1
 : -4, 1
(83) c1ccc2c(c1)[nH]c1c(N3CCSCC3)ncnc12
 : -1, 1
(84) COc1ccc(NC(=O)c2ccco2)cc1N
 : 8, 0.92
(85) CC(C)=CCC/C(C)=C/CNC(=O)C[C@H]1C[C@H](C(=O)N(C(C)C)C(C)C)[C@@]2(C)c3[nH]c4cc(CCC(=O)N(C)C)ccc4c3CCN2C1=O
 : -30, 1.3
(86) CCCNc1[nH]c(=O)n(C)c(=O)c1N=O
 : 3, 0.97
(87) Cc1csc(NC(=O)CSc2nnnn2C)n1
 : -7, 1.1
(88) CCCCOc1ccccc1-c1ccccc1CN1[C@@H](C(C)C)COCCS1(=O)=O
 : 7, 0.93
(89) CC1OC23CCCCC2C(C#N)(C(=N)O3)C1(C#N)C#N (stereo not given)
 : 4, 0.96
(90) COC(=O)[C@@]1(Cc2ccccc2)[C@H]2C(=O)N(C)C(=O)[C@H]2[C@H]2CN=C(SCc3ccc(Cl)cc3)N21
 : 4, 0.96

# Next part.
# Values in the order – IAP activation, IAP activation Fold change
(91) COc1ccc(OCCCON2C(=O)c3ccccc3C2=O)cc1
 : -7, 1.1
(92) CCOC(=O)C(NC(C)=O)(Nc1ccc(S(=O)(=O)Nc2cc(C)nc(C)n2)cc1)C(F)(F)F (stereo not given)
 : 3, 0.97
(93) COc1ccc(NS(=O)(=O)c2ccc(OC)c(OC)c2)cc1OC
 : 6, 0.95
(94) Oc1ccc(CNc2ccc(F)cc2)c2cccnc12
 : 11, 0.89

# Screening data deposited in PubChem BioAssay by Sanford-Burnham Center for Chemical Genomics.

# Not all compounds are listed; the hit share may differ from the screen's.
